Bioassay records: PubChem, National Center for Advancing Translational Sciences (NCATS)
HT1080-NT tox: kills 2HG-producing HT-1080-NT fibrosarcoma cells | HT-1080-NT fibrosarcoma viability, CellTiter-Glo ATP luminescence, 48 h | Potency, µM (top dose mostly 46.1 µM), for the others: top-dose activity, negative = less viability, usual class: cytotoxic | hit rate 1.6% among 360,000 | AID 686970;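 further: NT is the 2HG producing partner of a matched IDH1 knockdown line; 0% = DMSO-treated cells and -100% = media-only wells without cells; nearly all actives have a fitted effect of over 55% in size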
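Toxicity toward the 2HG-producing NT line was scored as %Activity, normalised to DMSO and no-cell wells, from CellTiter-Glo luminescence after 48 hours' treatment.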
KB-V1 MDR tox: kills drug-selected multidrug resistant KB-V1 cells. hit rate 3.4% among 400,000. KB-V1 MDR cells viability, CellTiter-Glo, 72 h. Potency, µM (titrated, usually from 46.1 µM), without a hit: at the highest dose activity change, negative = cytotoxicity, usual class: cytotoxic; further: on the % scale 0 is the no-effect control and ±100 the full control effect; nearly all actives have a fitted effect of over 60% in size
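KB-V1, DMEM (no phenol red) + 10% FBS; cpd pin-transferred, titration series; 72 h, 37 degrees C; CellTiter-Glo, luminescence. Data normalized, curve-fit.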
SW480 rerep: inducers of DNA re-replication in SW480 colon cancer cells | SW480 DNA re-replication, Hoechst DNA content imaging, 48 h | Potency, µM (titrated, usually from 46.1 µM), for the others: top-dose re-replication activation, hits mostly activators | hit rate 1.8% among 340,000 | AID 624297; further: % of control where 0% means no effect; nearly all actives have a fitted effect of over 55% in size
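First, 250 cells per well were seeded. Next, compound or vehicle (23 nL) was pinned in, plates sat 48 hr at 37 C. Finally Hoechst was added for 40 min before fluorescence scanning.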
HT1080 IDH1KD tx: toxicity to HT-1080 IDH1 knockdown cells (counter line); HT-1080 IDH1 knockdown viability, ATP luminescence, 48 h; Potency, µM (doses to about 46.1 µM), for the others: at the top dose activity, negative = toxicity, usual class: cytotoxic; hit rate 2% among 360,000;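 further: 0% = DMSO wells and -100% = cell-free medium wells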
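CellTiter-Glo luminescence after 48 h compound exposure at 37 degrees C of IDH1-knockdown HT-1080 cells in 5% FBS RPMI. %Activity scaled between DMSO wells and cell-free media wells, with curves fitted and assigned curve classes.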
GLP1R inv ag: acts as inverse agonist at human GLP-1 receptor; Potency, µM (top dose mostly 38.3 µM), inactives show top-dose activity change, negative = inhibition, actives largely listed as inhibitors; P43220; hit rate 1.6% among 410,000; HEK293 GLP-1R CRE-luciferase, luminescence, 24 h; GLP-1R form is constitutively active; further: on the % scale 0 is the no-effect control and ±100 the full control effect; nearly all actives have a fitted effect of over 55% in size
Target sequence (P43220 whole entry, looked up): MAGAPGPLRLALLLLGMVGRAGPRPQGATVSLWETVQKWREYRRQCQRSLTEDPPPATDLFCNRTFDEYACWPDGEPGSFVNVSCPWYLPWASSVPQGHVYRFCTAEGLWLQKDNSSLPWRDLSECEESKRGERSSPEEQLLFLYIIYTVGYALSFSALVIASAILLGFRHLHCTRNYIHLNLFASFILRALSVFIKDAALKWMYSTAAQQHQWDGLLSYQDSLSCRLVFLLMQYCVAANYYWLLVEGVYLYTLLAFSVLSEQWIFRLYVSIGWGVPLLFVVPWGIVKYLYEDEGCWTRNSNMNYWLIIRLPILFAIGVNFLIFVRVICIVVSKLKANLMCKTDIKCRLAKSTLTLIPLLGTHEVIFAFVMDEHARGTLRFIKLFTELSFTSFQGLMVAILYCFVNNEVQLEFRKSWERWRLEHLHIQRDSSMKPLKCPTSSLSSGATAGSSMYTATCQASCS
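Using stably transfected HEK293 (constitutively active GLP-1R, cAMP-luciferase reporter), compounds were incubated 24 hr and luciferase measured by luminescence.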
GLP1R cytotox: cytotoxic in the GLP-1 receptor inverse agonist counter-screen; hit rate 0.13% among 410,000; HEK293 cAMP-luciferase reporter cells, luminescence, 24 h; Potency, µM (titrated, usually from 38.3 µM), inactives show top-dose activity change, negative = inhibition, usual class: inhibitors;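 further: loss of luciferase light is scored as toxicity; on the % scale 0 is the no-effect control and ±100 the full control effect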
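Step one: seed cells (200 cells/uL, DMEM with 10% Nu serum, 1% pen-strep). Step two: 12-hour incubation at 37 deg C. Step three: pin 23 nL compound, incubate 24 hr. Step four: add luciferase reagent, read luminescence 12 min later.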
KB-3-1 cytotox: KB-3-1 parental cell cytotoxicity; hit rate 1.4% among 400,000; KB-3-1 viability, CellTiter-Glo ATP luminescence, 72 h; Potency, µM (highest dose often 46.1 µM), inactives show at the top dose activity change, negative = cytotoxic, most hits filed as cytotoxic; AID 1347075; further: on the % scale 0 is the no-effect control and ±100 the full control effect; nearly all actives have a fitted effect of over 60% in size
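Cytotoxicity measured as CellTiter-Glo luminescence after 72 h at 37 C. Compound titrations were pinned onto drug-naive KB-3-1 parental adenocarcinoma cells grown in DMEM with 10% FBS, and normalized data fitted to concentration-response curves.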
TDP-43 yeast inh: rescues yeast growth from TDP-43 toxicity | Potency, µM (top dose mostly 46.1 µM), without a hit: at the highest dose growth rescue (activation), most hits filed as activators | TDP-43 expressing yeast growth rescue, BacTiter-Glo, 24 h | hit rate 1.8% among 410,000; further: % of control where 0% means no effect; nearly all actives have a fitted effect of over 50% in size
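In this qHTS, compounds that restore growth of yeast expressing TDP-43 appear as activators. Cells (OD600=0.02, galactose medium, raffinose-pregrown) are incubated with compound 24 hr at 30 deg C and growth is quantified by BacTiter-Glo.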
GLP1R ag: activates the human GLP-1 receptor; P43220; HEK293 GLP-1R CRE-luciferase, luminescence, 4-6 h; cells express a hypersensitive GLP-1R form; Potency, µM (titrated, usually from 45.6 µM), for inactives: at the highest dose activation, hits mostly activators; hit rate 0.007% among 380,000; AID 624172; further: % of control where 0% means no effect
The depositor's hits bear a star; u = inconclusive; x = not tested or not shown; [ ] = dose if it differs, or a comment. The call rests on the fitted dose curve; in most records, active means well fitted curve in the direction sought with a large enough effect; inconclusive means small, poorly fitted or top-dose-only effect, or another doubt; inactive means no such curve, though single readings can be large; an effect the other way counts as inactive or inconclusive. Potency means the concentration at half of the fitted maximal effect.

item	mol	HT1080-NT tox	KB-V1 MDR tox	SW480 rerep	HT1080 IDH1KD tx	GLP1R inv ag
1	O=S(=O)(c1cc(Cl)c(Cl)cc1Cl)N1CCN2CCCC2C1 (centres undefined)	-14%	-5%	0.37µM*	-3%	u
2	COc1ccc(Cl)cc1-c1n[nH]c(=S)n1Cc1ccccc1	0%	9%	-1%	-3%	u
3	Cn1c(=O)c2cc(S(=O)(=O)NC(C(=O)Nc3cccnc3)c3ccccc3)ccc2n(C)c1=O (centres undefined)	10%	0%	-19%	2%	-12%
4	CCc1cc(-c2cnnn2CCc2c[nH]c3ccccc23)ccc1-c1cn(CC(C)C)nn1	u	u	x	-23%	-1%
5	CC(=O)Nc1ccc(SCC(=O)c2cc(C)n(Cc3cccs3)c2C)cc1	-17%	u	1%	-13%	-68%
6	CCC(=O)Nc1ccc(S(=O)(=O)N2CCOCC2)cc1	8%	0%	11%	6%	-1%
7	COc1ccc2sc(-c3ccc(S(C)(=O)=O)cc3)c(C(=O)NCCc3c[nH]c4ccccc34)c2c1	-11%	0%	15%	-1%	1%
8	Brc1cccc(-c2nnn3c2nc(N2CCCCC2)c2ccccc23)c1	x	0%	x	x	11%
9	CCc1cccc(N2C(=O)N(CC(=O)NCc3cccc(OC)c3OC)c3ccccc3S2(=O)=O)c1	x	-9%	x	x	-28%
10	O=C(COC(=O)COc1ccccc1[N+](=O)[O-])Nc1ccccc1Br	17%	0%	-7%	13%	26%
11	COc1ccc(N(CC(=O)NN=C2CCN(C)CC2)S(=O)(=O)c2ccccc2)c(OC)c1	1%	0%	-3%	2%	11%
12	Cc1cccc2cc(CN(Cc3ccc4c(c3)OCO4)Cc3nnnn3C3CCCC3)c(=O)[nH]c12	2%	-1%	-5%	-11%	-1%
13	COc1ccc(NC(=O)c2cc3nc(-c4ccc(C)c(C)c4)cc(C(F)(F)F)n3n2)cc1	x	6%	x	x	16%
14	CC1CCCC(NC(=O)CSc2ncccn2)C1C (centres undefined)	-5%	-3%	2%	-15%	20%
15	Cc1ccc(N2C(=O)N3[C@H](c4ccc(Br)cc4)[C@@H]4C(=O)N(C(C)(C)C)C(=O)[C@@H]4[C@]3(C)C2=O)cc1	-4%	-8%	0%	-12%	u

item	GLP1R cytotox	KB-3-1 cytotox	TDP-43 yeast inh	GLP1R ag
1	4%	1%	-25%	-2%
2	-19%	-1%	-2%	5%
3	0%	32%	13%	13%
4	0%	-12%	17%	28%
5	-10%	-5%	-7%	-3%
6	-1%	0%	-23%	-8%
7	1%	1%	27%	8%
8	-1%	-3%	-3%	-2%
9	-14%	7%	14%	-1%
10	4%	2%	1%	4%
11	-5%	3%	-3%	9%
12	-3%	4%	-18%	0%
13	27%	1%	2%	x
14	11%	0%	4%	0%
15	-27%	-18%	30%	-4%

Limited to GLP1R inv ag and KB-V1 MDR tox (two entries from above):
No.	canonical_smiles	GLP1R inv ag	KB-V1 MDR tox
9	CCc1cccc(N2C(=O)N(CC(=O)NCc3cccc(OC)c3OC)c3ccccc3S2(=O)=O)c1	-28%	-9%
10	O=C(COC(=O)COc1ccccc1[N+](=O)[O-])Nc1ccccc1Br	26%	0%

Whole records, looked up by structure. Order of screens: HT1080-NT tox	KB-V1 MDR tox	SW480 rerep	HT1080 IDH1KD tx	GLP1R inv ag	GLP1R cytotox	KB-3-1 cytotox	TDP-43 yeast inh	GLP1R ag
`Cc1cccc2cc(CN(Cc3ccc4c(c3)OCO4)Cc3nnnn3C3CCCC3)c(=O)[nH]c12` across the screens: 2%	-1%	-5%	-11%	-1%	-3%	4%	-18%	0%
`CCc1cc(-c2cnnn2CCc2c[nH]c3ccccc23)ccc1-c1cn(CC(C)C)nn1` across the screens: u	u	x	-23%	-1%	0%	-12%	17%	28%

(more compounds)
item	mol	HT1080-NT tox	KB-V1 MDR tox	SW480 rerep	HT1080 IDH1KD tx	GLP1R inv ag
16	Cc1ccc(C)c(OCCC(=O)OCC(=O)N2c3ccccc3NC(=O)C2(C)C)c1	0%	3%	-5%	8%	-10%
17	O=c1c2c(-c3ccc(Cl)cc3)ccnc2[nH]n1-c1ccccc1	x	26%	x	x	3%
18	CCOc1ccc(N(CC(=O)N2CCN(C(=O)CN(c3ccc(OCC)cc3)S(C)(=O)=O)CC2)S(C)(=O)=O)cc1	-11%	-2%	-18%	7%	7%
19	CCOc1ccccc1NC(=S)N1CCN(c2ccc(OC)cc2)CC1	6%	0%	1%	7%	-35%
20	CC1(OC(=O)C2CCCC2)C(=O)C=C2C=C(c3ccsc3)N(C3CCCCC3)C=C2C1=O (centres undefined)	0%	-2%	-12%	-4%	u
21	CC(=O)N=c1c(C#N)cc2c(=O)n3ccccc3nc2n1CCCOC(C)C	1%	-12%	16µM*	23%	9%
22	COc1cccc2c1O/C(=N\O)C(C(=O)Nc1cccc(Br)c1)C2 (centres undefined)	-9%	-10%	0%	0%	u
23	COc1cccc(N2CCN(Cc3ccsc3)CC2)c1	9%	-10%	2%	-2%	u
24	Oc1c(C(c2ccccc2)N2CCc3ccccc3C2)sc2ncnn12 (centres undefined)	8%	16%	-8%	-1%	0%
25	Cc1ccc(S(=O)(=O)Oc2ccc(/C=N/NC(=O)c3nn(C)cc3[N+](=O)[O-])cc2)cc1	-28%	23%	-2%	-21%	2%
26	Cc1ccc(C(=O)NCC(=O)OCc2c(F)cccc2Cl)s1	3%	12%	-3%	2%	-5%
27	Cn1c(N)c(C(=O)COC(=O)CCC(=O)c2ccc(F)cc2)c(=O)n(C)c1=O	3%	17%	-9%[1.84 µM]	7%	11%
28	COC(=O)CN(c1ccc(C)cc1)S(=O)(=O)c1ccc2c(c1)n(C)c(=O)c(=O)n2C	3%	u	-7%	5%	-1%
29	COc1cccc(NC(=O)C2CCCN(S(=O)(=O)c3cccc4cccnc34)C2)c1 (centres undefined)	3%	0%	2%	-1%	-3%
30	CCCC(=O)n1nc(NCc2ccc(OC)cc2)nc1NCc1ccc(OC)cc1	-10%	17%	-10%	0%	u

item	GLP1R cytotox	KB-3-1 cytotox	TDP-43 yeast inh	GLP1R ag
16	-23%	15%	28%	-15%
17	2%	4%	3%	-2%
18	-10%	0%	1%	0%
19	-2%	4%	12%	-2%
20	-10%	21µM*	10µM*	-1%
21	231%[activator]	4%	24%	-6%
22	-1%	-3%	-4%	14%
23	-3%	-3%	13%	-5%
24	3%	1%	17%	3%
25	9%	0%	10%	7%
26	17%	0%	u	-9%
27	-1%	6%	x	-2%
28	0%	13%	17%	-1%
29	-4%	-11%	11%	10%
30	6%	2%	6%	25%

Three entries from above, arranged by the value under GLP1R ag, low to high:
item	Compound	GLP1R inv ag	GLP1R ag
16	Cc1ccc(C)c(OCCC(=O)OCC(=O)N2c3ccccc3NC(=O)C2(C)C)c1	-10%	-15%
23	COc1cccc(N2CCN(Cc3ccsc3)CC2)c1	u	-5%
24	Oc1c(C(c2ccccc2)N2CCc3ccccc3C2)sc2ncnn12 (centres undefined)	0%	3%

(more compounds)
item	mol	HT1080-NT tox	KB-V1 MDR tox	SW480 rerep	HT1080 IDH1KD tx	GLP1R inv ag
31	COc1ccc(NC(=O)C2CC(c3ccccc3O)=NO2)cc1OC (centres undefined)	-6%	-17%	-5%	1%	26%
32	CC(=O)C1C(c2ccc(F)c(F)c2)NC(=O)NC1(O)C(F)(F)F (centres undefined)	-5%	26%	0%	-4%	0%
33	COc1ccc(-c2cnnn2-c2ccc([N+](=O)[O-])cc2)cc1	-15%	3%	-3%	-14%	14%
34	CCCc1cc(=O)[nH]c(Nc2ccc(N3CCCCC3)cc2)n1	-1%	16%	10%	-6%	u
35	CCOc1ccc(S(=O)(=O)N2CCCCC2)cc1NC(=O)Cc1ccc(OC)cc1	-6%	u	x	-5%	-20%
36	O=C(NC1CC1)C1CCN(C(=O)c2ccc(Cl)cc2Cl)CC1	24%	-8%	-3%	-8%	6%
37	O=C(Nc1ccccc1N1CCCCC1)c1ccc(-c2cc(Cl)ccc2Cl)o1	14%	8%	u	8%	1%
38	CC(C)C[C@H](NC(=O)c1nc[nH]c1C(=O)NCc1ccccc1)C(=O)OCc1ccccc1	-1%	-7%	61%[9.22 µM]	-12%	u
39	Cc1ccc(C(=O)Nc2nnc(-c3ccncc3)o2)cc1	-17%	-26%	1%	-28%	0%
40	O=S(=O)(c1ccccc1)N1CCN(S(=O)(=O)c2ccc(F)cc2)CC1	-20%	4%	-13%	-19%	11%
41	COC(=O)c1ccc(COC(=O)CNS(=O)(=O)c2ccccc2)cc1	10%	0%	10%	8%	5%
42	CCn1c(C)nc2cc(C(N)=O)ccc21	4%	u	-8%	4%	1%
43	COCC1CCN(Cc2nc(Cc3ccccc3Cl)no2)CC1	-2%	-5%	-6%	5%	4%
44	CC(C)[C@H](NC(=O)c1ccccc1Cl)C(=O)OCC(=O)NCc1ccc2c(c1)OCO2	7%	u	-10%	4%	4%
45	Cc1cc(C)nc(Nc2nc(C(N)Cc3ccc(F)cc3)cs2)n1 (centres undefined)	u	u	x	13µM*	u

item	GLP1R cytotox	KB-3-1 cytotox	TDP-43 yeast inh	GLP1R ag
31	-23%	-4%	-20%[1.82 µM]	18%
32	1%	-1%	-21%	4%
33	-18%	-31%	u	11%
34	-11%	-4%	0%	-2%
35	-11%	-11%	18%	13%
36	17%	53%	-7%	9%
37	-1%	-6%	15%	1%
38	2%	-18%	-4%	-6%
39	1%	-15%	10%	-1%
40	4%	6%	-36%[inhibitor]	1%
41	-8%	-4%	0%	-1%
42	3%	0%	1%	-9%
43	7%	0%	-18%	9%
44	2%	6%	20%	-1%
45	-21%	u	2%	14%
